# High-throughput results deposited in PubChem by several laboratories.
# ABHD5-PLIN5 inh: ABHD5-PLIN5 protein interaction inhibition; inhibition, % at 4 µM; actives 0.78% (n = 360,000); Q00G26+Q8WTS1; Split G. princeps luciferase complementation, luminescence, 4 h;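 active = inhibition above the mean inhibition across every tested compound plus 3 SD, cut at about 22% in these data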;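 note: 0% = DMSO only wells and the 100% control is not disclosed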
# Cardio protect: modulators protecting cardiomyocytes from myocardial damage; actives 0.63% (n = 360,000); H9c2 cardiomyocytes, H2O2 injury protection, ATPLite, 2 h; AID 588492; protection from H2O2 cell death, % at 20 µM;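 active = compounds giving at least 50% protection of heart cells from peroxide-induced death in the single-dose screen, raw or plate-pattern-corrected value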;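 note: 0% = DMSO wells with peroxide and 100% = DMSO wells without peroxide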
# Exocytosis inh: blocks lytic granule exocytosis; TALL-104 LAMP-1 surface exposure, flow cytometry; cells stimulated with thapsigargin and PMA; inhibition, % at 10 µM; actives 0.66% (n = 360,000);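 active = inhibition above about 55%, limit read from the data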
# MC4R barr agon: human MC4R agonism via beta-arrestin; P32245; U2OS MC4R beta-arrestin complementation, luminescence; percent of melanotan II response, DMSO zero; activation, % at 8.9 µM; actives 0.98% (n = 360,000); AID 540308;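 active = activation above a per-plate cutoff, the mean activation of sample wells on that plate plus 3 SD, cut at about 8% in these data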
# Target sequence (P32245 whole entry, looked up): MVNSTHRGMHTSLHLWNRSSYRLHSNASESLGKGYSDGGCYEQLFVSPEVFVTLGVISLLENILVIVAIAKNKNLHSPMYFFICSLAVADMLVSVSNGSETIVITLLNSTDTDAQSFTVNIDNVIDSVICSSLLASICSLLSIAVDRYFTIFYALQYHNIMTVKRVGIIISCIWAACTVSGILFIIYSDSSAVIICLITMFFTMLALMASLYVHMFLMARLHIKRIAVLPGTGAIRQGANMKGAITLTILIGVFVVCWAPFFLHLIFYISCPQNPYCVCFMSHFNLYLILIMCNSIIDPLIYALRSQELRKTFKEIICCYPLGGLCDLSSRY
# MC4R antagonist: blocks human MC4R cAMP signaling | MC4R-expressing cells, MTII-stimulated cAMP, LANCE TR-FRET | inhibition, % at 6.5 µM | actives 0.48% (n = 360,000);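 active = inhibition above its plate's cutoff, the mean of tested wells on that plate plus 3 SD, cut at about 29% in these data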;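 note: 0% = Melanotan II alone and 100% = Melanotan II plus saturating MCL0020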
#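 Assay system: U2OS cells stably expressing human melanocortin 4 receptor (MC4R) / Dosing: 6.5 µM / Timing: compound 30 min, challenge 1 h, detection 1 h / Measured by: Eu-cAMP/anti-cAMP TR-FRET, emission 671 nm / Replicates: singlicate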
# m5-HT2A agonist: agonists of mouse serotonin 5-HT2A receptor (HTR2A). CHO-K1 mHTR2A beta-arrestin complementation, luminescence; percent of 30 µM serotonin response. activation, % at 7.6 µM. actives 0.66% (n = 360,000). AID 624169;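 active = activation above a run cutoff, the mean activation of all tested compounds plus 3 SD, cut at about 14% in these data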;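 note: 0% = plate median of compound wells and 100% = 30 µM serotonin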
# Target sequence (P35363 whole entry, looked up): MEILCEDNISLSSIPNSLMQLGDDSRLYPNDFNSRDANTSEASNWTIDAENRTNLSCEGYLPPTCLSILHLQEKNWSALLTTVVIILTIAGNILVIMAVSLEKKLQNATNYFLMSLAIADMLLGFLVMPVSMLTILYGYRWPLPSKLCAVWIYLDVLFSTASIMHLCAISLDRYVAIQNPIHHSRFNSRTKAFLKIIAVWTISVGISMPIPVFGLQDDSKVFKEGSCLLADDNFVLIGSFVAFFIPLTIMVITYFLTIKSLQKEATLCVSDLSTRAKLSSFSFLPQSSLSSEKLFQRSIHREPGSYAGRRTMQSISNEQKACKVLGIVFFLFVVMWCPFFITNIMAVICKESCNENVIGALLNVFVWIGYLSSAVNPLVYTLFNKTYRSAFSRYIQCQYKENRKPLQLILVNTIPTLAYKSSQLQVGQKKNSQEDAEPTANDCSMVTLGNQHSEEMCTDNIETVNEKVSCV
# ABCB6 inh 2: inhibitors of human ABC transporter ABCB6 | fluorescence ratio to DMSO, % at 10 µM | actives 0.19% (n = 360,000) | K562-ABCB6 porphyrin accumulation, flow cytometry, 1 h; hits give low values;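 active = fluorescence ratio to DMSO below 75%, the collection mean minus 3 SD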;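 note: signal is porphyrin accumulated inside mitochondria; 100% equals median channel fluorescence of DMSO control wells; lower ratio means ABCB6 inhibition with less porphyrin fluorescence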
# Glyco luc inh: N-linked glycosylation inhibition. D54 ERlucT glycosylation luciferase reporter, 24 h; percent of 100 nM tunicamycin response. reporter increase, % at 12.5 µM. actives 0.23% (n = 360,000);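 active = mean luciferase reporter signal, scaled so untreated is 0 and the glycosylation-blocking control 100, at or above a set limit in every replicate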;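 note: luciferase carries N-glycosylation sites so blocking glycosylation raises the light; 0% = median of neutral control wells and 100% = median of 100 nM tunicamycin wells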
# CaV13 FRET inh: Primary screen for inhibitors of IQ motif and Ca2+-dependent inactivation inhibitor domain binding in CACNA1D, Förster resonance energy transfer in living cells, … | inhibition, % at 12.3 µM | HEK cells, CFP/YFP FRET ICDI-IQ, plate reader, 10 min; percent FRET-ratio fall versus neutral wells | actives 0.098% (n = 340,000) | AID 743397;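 active = mean replicate inhibition of at least 30% and at least 1% of replicates passing that level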;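 note: 0% = median of the neutral control wells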
# PDI inh: blocks human protein disulfide isomerase activity; PDI insulin aggregation turbidity, A650, 90 min; inhibition, % at 10 µM; actives 0.052% (n = 350,000);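 active = mean inhibition across replicates of 30% or more, whatever share of single replicates reach that level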;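 note: absorbance from insulin aggregation driven by PDI reduction with DTT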
# * hit, by the source's call; / = not tested or not shown. Not a hit list; overall some 4.2% were active at least once.
molecule	ABHD5-PLIN5 inh	Cardio protect	Exocytosis inh	MC4R barr agon	MC4R antagonist	m5-HT2A agonist	ABCB6 inh 2	Glyco luc inh	CaV13 FRET inh	PDI inh
O=C(NC1CCN(Cc2ccc3ccccc3c2)CC1)c1ccccc1	-10	-2	16	4.1	16	-9	94	-1	-19	3
O=C(COc1ccc(/C=N/NC(=O)c2cccnc2)cc1)Nc1ccccc1	7	19	10	-1.5	5	4	101	-3	-3	-1
CCCn1c(SCC(=O)NCc2ccc(OC)cc2)n[nH]c1=O	3	-5	1	1.4	3	2	104	-2	-7	4
CC(=O)NCCNC(=O)c1ccc(CSc2ccc(Cl)cc2)cc1	-2	-13	-3	-2.5	-1	-10	99	-3	5	-5
CCOC(=O)Cc1csc(N/C(=N/S(=O)(=O)c2ccc(Cl)cc2)c2ccccc2)n1	-1	0	-5	0.5	18	3	102	1	-16	5
COc1ccccc1N(CC(=O)NCCSCc1cccc(Cl)c1)S(C)(=O)=O	-7	-6	9	3.7	20	-16	96	0	-2	-4
O=S(=O)(c1cccs1)N1CN(CC2CCCO2)c2nc3ccccc3nc21 (stereo unspecified)	1	-1	1	-0.7	-5	6	93	1	-10	-1
C[C@H](CO)N1C[C@H](C)[C@@H](CN(C)C(=O)NC2CCCCC2)Oc2ccc(NC(=O)C3CCCCC3)cc2C1=O	-2	3	-4	0.6	-3	11	94	4	-2	7
COc1ccc(CCNC(=O)C(=O)NCC2CCCN2S(=O)(=O)c2ccccc2)cc1 (stereo unspecified)	4	27	0	-1.6	-2	16*	96	-4	-6	-5
COc1ccc(NC(=O)N(C)C[C@H]2Oc3ccc(NC(=O)C4CC4)cc3CC(=O)N([C@@H](C)CO)C[C@@H]2C)cc1	15	1	0	-1.4	1	-2	100	1	-3	12
Fc1cc2ncn(Cc3ccccc3)c2cc1F	6	-10	0	0.2	10	3	105	0	-7	1
Cc1ccc(NC(=O)COc2ccccc2C(=O)NCc2ccccc2)cc1	2	-4	-6	0.7	4	-6	98	0	-17	-4
CCCC1CCC(=NNC(=S)NCCc2ccccc2)CC1 (stereo unspecified)	-8	-18	-1	-0.7	6	0	97	-3	3	11
Cc1ccc(S(=O)(=O)N2CCN(C(=O)c3n[nH]c(=O)c4ccccc34)CC2)cc1	-1	-2	12	-1.9	27	-15	107	2	-6	-3
COc1ccccc1NC(=S)NCCc1ccc(OC)c(OC)c1	0	2	-9	1.6	19	-3	99	-1	-20	-3
COC(=O)c1cc(NC(=O)/C=C/c2ccc3c(c2)OCO3)cc(C(=O)OC)c1	6	4	-2	3.9	14	1	99	2	-4	-1
Cc1sc(=NC(=O)c2ccco2)n(C)c1-c1ccc(F)cc1	-3	-25	1	-2.7	0	-6	106	-4	-5	10
Cc1ccc(SCc2c(C(=O)N/N=C/c3ccc4c(c3)OCO4)nnn2-c2nonc2N)cc1	-6	8	79*	-0.3	2	-1	97	4	-2	-4
CC(C)Cc1cc(C(=O)NCc2cccnc2)no1	0	5	-1	2.2	14	-5	102	2	-2	/
CC1=C(c2ccccc2)C(=S)NC(C)(C)C1	0	-12	1	0.3	17	-5	101	0	5	-1
COc1cc(C2SCC(=O)N2CCN2CCCCC2)ccc1O (stereo unspecified)	-5	8	0	-3.4	6	1	96	2	-5	-5
COC(=O)c1sccc1-c1ccc(C(=O)Nc2cccnc2)o1	2	21	0	0.8	15	-3	101	-7	-3	-1
CS(=O)(=O)N(CC(=O)NCC1CCCO1)c1ccc(Cl)c(Cl)c1 (stereo unspecified)	2	0	0	-0.9	16	0	102	0	-7	14
O=C(NCc1ccccn1)c1[nH]c(C(F)(F)F)nc1-c1ccccc1	-3	6	0	/	/	-4	100	-2	-7	/
N/C(=N\OC(=O)c1ccc2c(c1)OCO2)c1ccc([N+](=O)[O-])cc1	-4	-6	3	-0.6	-2	-1	101	-2	-3	10

molecule	ABHD5-PLIN5 inh	Cardio protect	Exocytosis inh	MC4R barr agon	MC4R antagonist	m5-HT2A agonist	ABCB6 inh 2	Glyco luc inh	CaV13 FRET inh	PDI inh
CCN(CC)CCNC(=O)c1cc2c(=O)n(C)c3ccccc3c2n1C	3	1	13	-1.1	6	-2	105	16	-3	/
CC1(C(=O)Nc2ccc3c(c2)OCCO3)CCN1C(=O)C1(c2ccccc2)CC1 (stereo unspecified)	-6	10	1	0.7	2	-1	108	-2	-11	2
CCN1C[C@@H]2[C@@H]3C(=O)N(C)C(=O)[C@@H]3[C@](Cc3ccccc3)(C1=O)N2C(=O)c1ccc(C)cc1	9	3	-5	-0.2	6	8	103	5	-11	3
CCOc1ccc2nc(C)cc(Nc3cccc([N+](=O)[O-])c3)c2c1	5	-16	90*	-0.6	-7	0	95	-10	-14	-3
O=C(NCC1CCCO1)c1ccccc1NS(=O)(=O)c1ccc(Br)s1 (stereo unspecified)	6	-6	-1	-0.4	7	11	95	0	-2	-11
COc1ccccc1Nc1ncnc2c1c(C)c(C)n2CCO	-10	-5	18	-2.0	-1	-9	96	9	-1	2
CC(=O)c1cc(C)c(OC(=O)c2ccccc2)c(C)c1	2	-11	2	0.8	-8	7	95	1	-3	-5
O=C(N/N=C(\c1ccccc1)c1cccnc1)c1cccc(F)c1	-3	31	3	-3.0	4	-28	98	-17	/	-9
COc1ccc(NC(=O)C(F)(OC)C(F)(F)F)c(OC)c1 (stereo unspecified)	0	8	1	0.9	9	2	106	1	-9	-1
Cc1cc(S(=O)(=O)N2CCOCC2)ccc1OCC(=O)N1CCC(C(N)=O)CC1	13	2	11	-0.7	9	-2	101	-2	-7	-3
COc1ccc(-n2cc(-c3ccccc3)c3c(NCCOCCO)ncnc32)cc1	-1	15	12	1.1	14	-4	102	-5	-16	9
Cc1ccc(CNC(=O)CCNS(=O)(=O)c2cccc3nsnc23)cc1	3	-2	-1	-0.1	-2	-1	105	0	-2	-3
Cn1c(=O)c2c(nc(-c3ccccc3)n2C)n(Cc2ccccc2)c1=O	-3	5	4	-2.3	6	-7	98	-4	-4	8
COc1ccc2c(c1)C(C)CC(C)(C)N2C(=O)CSc1ncn[nH]1 (stereo unspecified)	3	3	-2	2.1	1	-2	94	-2	/	-11
O=C(Nc1cccc(C(=O)O)c1)Nc1ccccc1Cl	0	-1	3	-0.9	6	2	99	-1	-6	2
COCCNC(=O)c1cccc(OC2CCN(Cc3ccccc3C)CC2)c1	5	7	-4	0.1	-1	-5	97	2	-6	-4
NNC(=O)c1cc(O)c(O)c(O)c1	5	2	-1	-4.5	-3	2	99	-3	-4	1
CCN1CCN(CCNC(=O)CSCc2nc(-c3ccc(OC)c(OC)c3)oc2C)CC1	-2	-2	-1	-0.6	-4	-7	86	1	/	-7
O=C1C[C@@H]2c3c(cccc3CN1Cc1ccccc1Br)C[C@@H](O)[C@H]2O	0	0	18	-1.2	4	2	97	0	-3	17
CCOC(=O)N1CCN(c2nc3ccc(C(=O)c4ccccc4)cc3n3cnnc23)CC1	0	10	5	1.8	-4	3	99	-4	5	1
C[C@H](NC(=O)c1ccco1)C(=O)Nc1cc(S(=O)(=O)N2CCCC2)ccc1OCC(F)(F)F	5	-8	6	0.3	13	3	98	1	-6	5
CC(=O)Nc1ccc(S(=O)(=O)n2cnc(C)c2)cc1	0	0	-1	-0.7	-1	3	105	-1	-6	1
CCS(=O)(=O)N1CCC(C(=O)Nc2cc([N+](=O)[O-])ccc2C)CC1	7	2	-3	-0.2	11	1	93	3	-4	3
Oc1ccc(C[C@H]2CNCCN2CCC23CC4CC(CC(C4)C2)C3)cc1	6	-10	-6	1.8	8	0	95	3	-5	-8
CC(CCc1ccccc1)NC(=O)CN1C(=O)NC2(CCCCC2C)C1=O (stereo unspecified)	-3	-9	-2	-0.2	-1	5	96	1	-5	-17

# One compound at a time (already shown).
# Record of CCOC(=O)N1CCN(c2nc3ccc(C(=O)c4ccccc4)cc3n3cnnc23)CC1 = ABHD5-PLIN5 inh: 0; Cardio protect: 10; Exocytosis inh: 5; MC4R barr agon: 1.8; MC4R antagonist: -4; m5-HT2A agonist: 3; ABCB6 inh 2: 99; Glyco luc inh: -4; CaV13 FRET inh: 5; PDI inh: 1
# Record of Cc1ccc(CNC(=O)CCNS(=O)(=O)c2cccc3nsnc23)cc1 = ABHD5-PLIN5 inh: 3; Cardio protect: -2; Exocytosis inh: -1; MC4R barr agon: -0.1; MC4R antagonist: -2; m5-HT2A agonist: -1; ABCB6 inh 2: 105; Glyco luc inh: 0; CaV13 FRET inh: -2; PDI inh: -3

# Other compounds follow:
molecule	ABHD5-PLIN5 inh	Cardio protect	Exocytosis inh	MC4R barr agon	MC4R antagonist	m5-HT2A agonist	ABCB6 inh 2	Glyco luc inh	CaV13 FRET inh	PDI inh
CCN(C(=O)c1cn(C)c(=O)c2cc(OC)c(OC)cc12)c1ccccc1C	-3	2	1	-0.8	13	12	97	2	-3	-2
COc1ccc(OC)c(N(CC(=O)N2CCC(C)CC2)S(=O)(=O)c2ccccc2)c1	-7	7	4	-0.3	11	-1	97	-3	-5	-7
O=C(NS(=O)(=O)Oc1cccc(Cl)c1Cl)OC[C@@H]1CCCN2CCCCC12 (stereo partly specified)	1	-2	0	-1.0	3	1	95	3	3	18
COc1ccc(N=Nc2c(N)nn(C)c2N)cc1	-12	-3	1	-0.4	-24	3	108	-1	-9	-3
CC(=O)c1ccc(OCC(=O)Nc2ccc3c(c2)OCO3)cc1	1	1	-2	-2.3	-3	2	95	1	-5	17
CC1(C)CC(=O)C(N=Nc2ccc(S(=O)(=O)N3CCCCCC3)cc2)=C(O)C1	0	3	-10	-0.6	3	-3	92	-1	-5	-1
O=C(Cc1ccccc1)Nc1cccc(S(=O)(=O)N2CCCCCC2)c1	-11	-16	-2	1.8	10	10	102	-4	-3	-2
COc1cccc(Nc2nc(C(N)Cc3ccccc3)cs2)n1 (stereo unspecified)	-12	4	9	1.3	-16	0	102	3	-9	-13
CCOc1ccc(-c2cc(C(=O)NC3CCCCC3)[nH]n2)c(C)c1	-7	-4	0	2.5	5	-4	97	-1	-5	1
NS(=O)(=O)c1ccc(CCNCc2ccccc2OCc2ccc(F)cc2)cc1	10	-10	25	0.1	8	-9	98	-3	-2	2
CCOC(=O)C1(C)CCCN1C(=O)c1ccc(C)cc1 (stereo unspecified)	-5	1	-4	-0.1	8	-1	104	5	-11	0
Cc1cc(C)n(-c2nc(O)cc(=O)[nH]2)n1	0	11	-1	-1.3	-1	3	98	-1	/	1
COc1ccc(OC)c(C2=NOC(C(=O)Nc3cc(C)on3)C2)c1 (stereo unspecified)	-9	2	3	-1.6	-2	-3	104	-1	-6	-1
Cn1c(=O)cc(SCC(=O)NCCC2=CCCCC2)c2ccccc21	-2	7	-5	0.3	6	-2	97	0	-5	-16
CCn1nccc1C(=O)Nc1ccc(Cl)cn1	8	-1	3	-1.2	0	6	97	-2	-5	10
COc1cccc(CNc2nc(NCc3cccs3)nc3ccsc23)c1	10	-24	21	-1.2	0	-7	101	-5	-9	-2
CCOC(=O)N1CCN(C(=O)CNC(=O)c2nn(-c3ccc(OC)c(OC)c3)c(=O)c3ccccc23)CC1	-10	1	-9	-0.8	-2	1	90	0	-3	1
Cc1ncc2c(c1OC(=O)c1ccc([N+](=O)[O-])cc1)COC(C)(C)OC2	-4	4	0	2.8	-3	5	104	1	-5	-1
